FLuc inh counter = Photinus pyralis luciferase inhibition counter-screen. P08659. ATPLite firefly luciferase biochemical luminescence, 10 min. inhibition, % at 10 µM. 1.5% of 200,000 active. AID 1006;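 active means inhibition above about 50% when tested at 10 µM, limit read from the data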
Target sequence (P08659 whole entry, looked up): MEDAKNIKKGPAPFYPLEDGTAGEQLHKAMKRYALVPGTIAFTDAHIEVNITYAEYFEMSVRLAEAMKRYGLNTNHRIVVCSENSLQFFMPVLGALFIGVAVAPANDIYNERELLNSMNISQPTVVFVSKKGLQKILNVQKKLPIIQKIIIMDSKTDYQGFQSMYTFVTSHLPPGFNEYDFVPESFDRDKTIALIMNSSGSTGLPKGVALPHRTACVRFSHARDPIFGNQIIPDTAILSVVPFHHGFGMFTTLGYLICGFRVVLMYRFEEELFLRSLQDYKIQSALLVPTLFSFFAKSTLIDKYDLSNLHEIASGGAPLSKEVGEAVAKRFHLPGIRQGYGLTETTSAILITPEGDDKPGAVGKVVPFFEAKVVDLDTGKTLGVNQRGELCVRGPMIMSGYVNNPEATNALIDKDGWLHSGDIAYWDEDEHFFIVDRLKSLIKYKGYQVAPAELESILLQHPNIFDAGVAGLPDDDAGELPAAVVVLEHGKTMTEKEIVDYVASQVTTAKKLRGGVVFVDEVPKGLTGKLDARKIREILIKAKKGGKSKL
ROMK mod = human ROMK K+ channel modulation, primary screen; AID 1918; P48048; B-score at 10 µM; 2% of 130,000 active; Tet-inducible ROMK, thallium flux fluorescence; actives lie on both sides;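 active means signal ratio slope over the read window, or its plate-corrected B-score, at least 3 SD from the plate mean, either direction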;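 further: B-score of the F/F0 ratio slope over 7 to 12 s after thallium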
Target sequence (P48048 whole entry, looked up): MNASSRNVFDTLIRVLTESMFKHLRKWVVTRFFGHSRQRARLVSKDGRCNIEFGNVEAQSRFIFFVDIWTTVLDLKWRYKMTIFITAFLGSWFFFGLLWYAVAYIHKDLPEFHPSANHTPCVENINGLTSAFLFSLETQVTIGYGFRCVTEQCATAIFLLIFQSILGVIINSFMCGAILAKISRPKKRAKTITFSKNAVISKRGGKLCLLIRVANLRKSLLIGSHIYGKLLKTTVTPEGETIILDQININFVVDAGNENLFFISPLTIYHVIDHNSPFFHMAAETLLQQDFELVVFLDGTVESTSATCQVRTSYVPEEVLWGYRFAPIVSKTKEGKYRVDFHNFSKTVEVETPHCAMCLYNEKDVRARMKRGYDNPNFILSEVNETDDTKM
STAT1 blocker = reduces IFN-gamma driven STAT1 reporter signal; AID 920; 0.35% of 200,000 active; NIH 3T3 STAT1-luciferase reporter, luminescence; inhibition, % at 5.5 µM;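 active means inhibition above a set limit, the mean inhibition across all tested compounds plus 3 SD, cut at about 34% in these data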;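 further: 0% = IFN-gamma with DMSO and 100% = IFN-gamma with 300 µM nifuroxazide; values of inactives mirror those of a sister screen read the other way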
NF-kB expr up = raises NF-kB expression in human neuronal cells. NF-kB reporter expression; hits give high values. fold change at 12.5 µM. 1.6% of 190,000 active; in the data active means fold change above about 3.3
STAT1 activator = activators of IFN-gamma induced STAT1 signaling; NIH 3T3 STAT1-luciferase reporter, luminescence; 100% = IFN-gamma alone, no compound; activation (% of control), % at 5.5 µM; 2.6% of 200,000 active;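 active means activation above the screen-wide mean activation plus 3 SD, cut at about 130% in these data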;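 further: raw ratio to IFN-gamma control signal so 100% means no change and 0% no light; values of inactives mirror those of a sister screen read the other way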
APP 5'UTR act = APP 5'UTR luciferase reporter activation. SH-SY5Y APP 5'UTR luciferase reporter, luminescence; zero percent = DMSO vehicle wells. AID 1276. 1% of 190,000 active. activation, % at 2 µM;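 active means activation above a set limit, based on mean plus 3 SD of controls, cut at about 140% in these data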; further: values of inactives mirror those of a sister screen read the other way
STAT3 blocker = reduces IL-6 driven STAT3 reporter signal; U3A cells, IL-6 STAT3-luciferase reporter, luminescence; host cell line lacks STAT1; inhibition, % at 5.5 µM; 0.89% of 190,000 active; AID 862;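 active means inhibition above the mean inhibition across all screened compounds plus 3 SD, cut at about 44% in these data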;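 further: 0% = DMSO only wells and 100% = 100 µM nifuroxazide control wells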
FLuc act counter = firefly luciferase counter-screen for stimulation assays; P08659; ATPlite luciferase biochemical, luminescence, 10 min; 0 = ATP-free wells, 1 = DMSO control; activation factor at 10 µM; 200,000 tested, under 10 active; AID 1027;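 active means luciferase activation factor, scaled between plate controls, of at least 2 with compound at 10 µM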
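Assay system: Luciferase/luciferin detection reagent, cell-free biochemical luciferase assay / Read-out: luciferase activation / Benchmarks: No-ATP low control, compound-free enzyme-plus-ATP high control / Medium: PBS buffer for ATP / Detection: luminescence measurement of luciferase light output / Schedule: 10 min at ambient temperature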
APP 5UTR inh = APP translation inhibition | AID 1285 | inhibition, % at 2 µM | SH-SY5Y APP 5'UTR-luciferase reporter, luminescence | 0.82% of 190,000 active;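 active means inhibition above a set limit, derived from the sample mean plus 3 SD, cut at about 45% in these data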; further: values of inactives mirror those of a sister screen read the other way
STAT3 activator = STAT3 signaling activation | activation (% of control), % at 5.6 µM | U3A cells, IL-6 STAT3-luciferase reporter, luminescence; 100% = signal with IL-6 EC80 alone | 0.91% of 190,000 active;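 active means activation above the screen-wide mean of compound activation plus 3 SD, cut at about 130% in these data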;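 further: 0% = background luminescence of wells with medium and substrate only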
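Material: STAT3-luciferase reporter U3A cells. Controls: IL-6-treated wells, 100% activation. Read-out: % activation versus median of IL-6-stimulated wells. Probe or stimulus: IL-6 stimulus at 33 ng/mL final. Timing: compound 1 h, then IL-6 6 h at 37 °C. Signal: reporter luminescence signal.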
The depositor's hits bear a star; . = no result given.

SMILES	FLuc inh counter	ROMK mod	STAT1 blocker	NF-kB expr up	STAT1 activator	APP 5'UTR act	STAT3 blocker	FLuc act counter	APP 5UTR inh	STAT3 activator
COc1cccc(/C=N/NC(=S)Nc2cccc(C(=O)O)c2)c1	53*	0.41	16	1.6	84	16	28	0.5	-16	78
Cc1ccnc(SCC(=O)N2CCN(c3cccc(Cl)c3)CC2)n1	-2	.	6	1	95	-2	1	1	2	99
CC(NCc1ccc(S(N)(=O)=O)cc1)C(=O)Nc1cc([N+](=O)[O-])ccc1Cl (configuration not stated)	-7	-1.3	0	0.9	98	-23	1	1.1	23	101
CCn1nc(CC(=O)Nc2nnc(CC(=O)N3CCOCC3)s2)c2ccccc2c1=O	-5	.	-2	1.1	102	11	8	1.1	-11	96
O=S(=O)(NCCc1ccccc1)c1cccc2cccnc12	-4	-0.67	16	1.3	84	-5	-4	1	5	105
CC1CCC2(CC1)NC(=O)N(CC(=O)NC(=O)NC1CCCC1)C2=O (configuration not stated)	-8	.	4	1.6	95	-4	5	1.1	4	100
COCCNC(=O)c1ccccc1NS(=O)(=O)c1ccc(Br)s1	-2	.	0	1.8	101	-12	-1	1	12	102
CC1(C)CC(=O)C2=C(C1)Nc1cc3c(cc1C2c1ccc2c(c1)OCO2)OCO3 (configuration not stated)	-4	.	-1	1.4	101	8	-13	1	-8	120
O=C(OCCC1Oc2cccnc2NC1=O)c1ccc(Cl)cc1 (configuration not stated)	1	0.052	-3	1.4	100	15	9	1	-15	97
O=C(NC(=S)Nc1ccc(S(=O)(=O)Nc2nccs2)cc1)c1cccc(F)c1	-1	.	-8	1.1	107	3	2	1	-3	101
Nc1cc(C(=O)O)ccc1N1CCCCCC1	1	.	-3	1.1	103	4	1	1	-4	103
Cc1c(NC(=O)CSc2nnnn2C)c(=O)n(-c2ccccc2)n1C	-5	.	4	1.1	96	-5	8	1.1	5	96
CCSc1oc(-c2ccco2)nc1S(=O)(=O)c1ccc(F)cc1	-10	.	0	1.1	100	-11	-4	1.1	11	109
CCOC(=O)COc1cc([N+](=O)[O-])cc2cccnc12	4	.	-9	1.1	107	-2	-8	1	2	110
Cc1ccc(S(=O)(=O)NC(CC(=O)NCC2CCCO2)c2ccco2)cc1 (configuration not stated)	2	.	4	0.97	96	-7	10	1	7	95
CCOc1ccc(S(=O)(=O)NNC(=S)Nc2ccc(Br)cc2)cc1	-6	0.93	5	0.93	96	-3	-4	1.1	3	101
CN1CCN(c2nc3c(c(=O)n(C)c(=O)n3C)n2CC(=O)C23CC4CC(CC(C4)C2)C3)CC1	-3	-0.083	-5	0.73	104	14	-4	1	8	109
Cc1nn(CCN)c(C)c1Cl	-1	0.0061	0	0.84	98	-3	-2	1	3	104
CCOC(=O)c1ccccc1NC(=O)c1cncc(Br)c1	1	.	-8	1.4	107	5	18	1	-5	88
COc1ccc(Cc2c(O)nc(SCC(=O)N3CCCCCC3)[nH]c2=O)cc1	-4	-0.16	-5	1.1	107	-12	3	1	12	98
Cc1ccc(C(C(=O)NC2CCCCC2)N2CCC3(CC2)OCCO3)cc1 (configuration not stated)	-5	.	4	0.93	97	-18	1	1.1	18	103
CCN(C(=O)c1c(OC)cccc1OC)c1nnc(-c2cccnc2)s1	-3	.	-5	0.94	104	4	16	1	-4	92
O=C(N/N=C\c1c(O)ccc2ccccc12)c1ccc(S(=O)(=O)N2CCCCC2)cc1	-7	-3.8*	8	1.5	93	-86	13	1.1	86*	92
Cc1cc(NC(=O)c2cc(F)c(F)cc2Cl)no1	0	0.64	0	1.1	100	19	3	1	-19	98
CCCCn1c(CN2CCN(c3ccc(F)cc3)CC2)nc2c1c(=O)n(C)c(=O)n2C	-5	.	2	0.91	98	-1	13	1	1	93
COCCn1nnnc1CN(CCc1ccccc1)Cc1cc2cc(OC)ccc2[nH]c1=O	.	-1.7	-3	.	102	6	9	.	-6	93
COc1cccc(C(=O)Nc2cc(-c3cn4cccnc4n3)ccc2C)c1	4	-0.99	1	1	98	4	7	1	-4	96
CCOC(=O)c1ccc2c(c1)nc(SCC(=O)c1cc3ccccc3o1)n2CC	-12	-0.022	7	1.6	94	7	-2	1.1	-7	105
CCCc1nc(SCC(=O)Nc2nc3c(s2)CCCC3)c2ccccc2n1	-3	0.49	-3	1.4	103	4	-4	1	-4	110
N#Cc1c(-c2ccccc2Cl)cc(-c2ccccc2)nc1Br	0	.	7	1.1	94	0	-4	1	0	105
COc1cc2[nH]c3c(=O)n(CCN(C(C)C)C(C)C)cnc3c2cc1OC	1	0.24	5	1.1	94	-8	-2	1	8	101
COc1ccc(-c2nnnn2-c2ccc(F)cc2F)cc1	-6	-3.3*	3	3.9*	96	6	5	1.1	-6	102
Cc1c(C(=O)NCC2CCCO2)cccc1[N+](=O)[O-] (configuration not stated)	-5	-0.67	-5	0.89	104	.	-2	1	.	102
Cc1ccc(CNC(=O)c2ccc[nH]2)cc1	-4	-0.44	-3	1.1	101	0	-6	1	0	111
O=C(NCc1cccs1)C1CC1	-4	0.95	2	1.2	98	0	5	1	0	104
CCCCN1C(=O)CC(Sc2ncccc2C(=O)O)C1=O (configuration not stated)	-9	1.2	-3	1.2	103	6	11	1.1	-6	91
N=C1C(c2nc3ccccc3c(=O)[nH]2)=C(O)CN1CCO	-3	-0.82	0	1.3	99	-14	-4	1	14	104
Cc1cn(COC/C=C/c2ccccc2)c(=O)[nH]c1=O	-4	.	9	0.94	92	1	0	1	-1	102
Cc1ccc(/C=C2/NC(=O)N(Cc3ccccc3F)C2=O)s1	-6	-0.94	-9	1.1	108	2	4	1.1	-2	108
Cc1ccc(NC(=O)c2ccc(NCC3CCCO3)c([N+](=O)[O-])c2)cc1Cl (configuration not stated)	-9	-2.3	4	1.1	96	7	12	1.1	-7	95
Brc1ccc(OCc2ccccc2)c(CNCC2CCCO2)c1 (configuration not stated)	-2	-0.26	10	0.94	89	13	0	1	-13	104
Cc1nn(-c2ccc(F)cc2)c(Cl)c1/C=C(\CC(=O)O)c1nc2ccccc2s1	-1	.	4	1.1	97	5	-8	1	-5	109
O=C1CCN(S(=O)(=O)c2ccccc2)C2CCCCC12 (configuration not stated)	-3	.	-4	0.97	104	-42	5	1	42	98
CC(C)(C)C(=O)Nc1ccc(C(=O)NNC(=O)Cc2ccccc2)cc1	2	.	0	1.1	100	3	2	1	-3	107
CCOC(=O)N1CCN(c2c(NCc3ccc(Cl)cc3)c(=O)c2=O)CC1	-8	.	3	1.8	98	-36	14	1.1	36	96
c1cc(CSc2nnc(-c3ccc4c(c3)OCO4)o2)ccn1	16	-0.0055	-24	1.7	122	18	6	0.8	-18	98
C=CCOC(=O)C(=O)/C=C/c1csc2ccccc12	3	.	16	0.92	87	11	.	1	-11	.
CCOc1ccccc1/C=c1\sc2nc(-c3ccco3)nn2c1=O	3	0.0076	6	1.2	94	13	1	1	-13	102

11 compounds already listed, sorted by count of non-hydrogen atoms, ascending:
SMILES	FLuc inh counter	ROMK mod	STAT1 blocker	NF-kB expr up	STAT1 activator	APP 5'UTR act	STAT3 blocker	FLuc act counter	APP 5UTR inh	STAT3 activator
O=C(NCc1cccs1)C1CC1	-4	0.95	2	1.2	98	0	5	1	0	104
Cc1ccc(CNC(=O)c2ccc[nH]2)cc1	-4	-0.44	-3	1.1	101	0	-6	1	0	111
C=CCOC(=O)C(=O)/C=C/c1csc2ccccc12	3	.	16	0.92	87	11	.	1	-11	.
Cc1cn(COC/C=C/c2ccccc2)c(=O)[nH]c1=O	-4	.	9	0.94	92	1	0	1	-1	102
CCCCN1C(=O)CC(Sc2ncccc2C(=O)O)C1=O (configuration not stated)	-9	1.2	-3	1.2	103	6	11	1.1	-6	91
c1cc(CSc2nnc(-c3ccc4c(c3)OCO4)o2)ccn1	16	-0.0055	-24	1.7	122	18	6	0.8	-18	98
Brc1ccc(OCc2ccccc2)c(CNCC2CCCO2)c1 (configuration not stated)	-2	-0.26	10	0.94	89	13	0	1	-13	104
CCOc1ccccc1/C=c1\sc2nc(-c3ccco3)nn2c1=O	3	0.0076	6	1.2	94	13	1	1	-13	102
CC(C)(C)C(=O)Nc1ccc(C(=O)NNC(=O)Cc2ccccc2)cc1	2	.	0	1.1	100	3	2	1	-3	107
Cc1ccc(NC(=O)c2ccc(NCC3CCCO3)c([N+](=O)[O-])c2)cc1Cl (configuration not stated)	-9	-2.3	4	1.1	96	7	12	1.1	-7	95
Cc1nn(-c2ccc(F)cc2)c(Cl)c1/C=C(\CC(=O)O)c1nc2ccccc2s1	-1	.	4	1.1	97	5	-8	1	-5	109

(continued)
SMILES	FLuc inh counter	ROMK mod	STAT1 blocker	NF-kB expr up	STAT1 activator	APP 5'UTR act	STAT3 blocker	FLuc act counter	APP 5UTR inh	STAT3 activator
OCCN1CCN(c2nc(-c3ccccc3)c3cc(Cl)ccc3n2)CC1	-5	.	7	0.62	93	-7	20	1.1	7	89
Cc1ccc(NC(=O)CCCN2C(=S)NC(C)(C)CC2C)cc1 (configuration not stated)	-4	0.27	0	0.97	98	23	4	1	-23	98
CCCCC(CC)C(=O)Nc1ncc([N+](=O)[O-])s1 (configuration not stated)	-4	.	13	0.61	87	-4	14	1	4	90
COc1cc2c(cc1OC)CN(C(=O)c1ccc(S(=O)(=O)N3CCCCC3)cc1)CC2	-9	1.3	-4	1	104	4	1	1.1	-4	99
CSc1nc(SCC(=O)NC(c2ccccc2)c2ccccc2)c2c3c(sc2n1)CN(C)CC3	-11	.	10	1.2	91	2	10	1.1	-2	94
O=C(NC12CC3CC(CC(C3)C1)C2)c1cccnc1	-3	.	-1	1.1	101	8	11	1	-8	98
CC(C)C(=O)NN(C(=O)c1ccccc1)c1ccccc1	-10	0.77	0	1.1	99	-3	5	1.1	4	106
CCOC(=O)C(=O)Nc1ccc(OCc2ccccc2)cc1	5	-0.99	-11	1.2	109	4	1	1	-4	103
COc1ccc(C2NC(=O)c3ccccc3N2)cc1OC (configuration not stated)	-3	0.3	-6	1.6	103	-3	4	1	4	96
COc1ccc(Nc2nnc(SCC(=O)Nc3cc(C)on3)s2)cc1	-3	-0.13	0	1.3	100	15	6	1	-15	99

Compound activity from PubChem.
